Screening results: PubChem, Johns Hopkins Ion Channel Center
TRPC4 act: opens the mouse TRPC4 cation channel. B-score at 10 µM. 310,000 tested, 0.49% active. Q9QUQ5. HEK293 TRPC4beta/mu-opioid, Fluo4 calcium fluorescence; stronger effect = higher value. AID 2237;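 active = B-score above 5 SD of library B-scores, and initial fluorescence ratio not above library mean plus 5 SD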;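 note: positive B-score marks a calcium rise read as TRPC4 activation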
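System – HEK293 cells stably co-expressing mouse TRPC4beta and mu-opioid receptor · Signal – Fluo4 calcium-sensitive dye fluorescence, kinetic, 1 Hz baseline · Benchmarks – buffer (low) and maximal DAMGO (high) · Read-out – B score of integrated fluorescence ratio per well · Incubation – dye loading 45 min room temperature, 110 s kinetic read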
MrgX1 PAM: human MrgX1 positive allosteric modulation, primary screen | Q96LB2 | 310,000 tested, 0.63% active | B-score at 10 µM | MrgX1-HEK293, Fluo-4 calcium flux, FDSS; stronger effect = higher value;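 active = plate-corrected calcium response at least 3 library SD above typical, normal starting fluorescence, not activating the receptor alone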;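 note: compound read alongside a low EC10 to EC30 dose of BAM8-22 agonist; peak minus trough fluorescence over baseline measured at the second addition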
MrgX1 antagonist: antagonists of human MrgX1 receptor; Q96LB2; MRGX1-HEK293 calcium flux, Fluo-4, BAM8-22 antagonism; stronger effect = lower value; B-score at 10 µM; 310,000 tested, 1.3% active; AID 588676;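 active = calcium-response B-score plate-corrected more than 3 library SD below zero, starting fluorescence within 5 deviations, no agonist response on first addition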;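 note: peak minus trough fluorescence over baseline after final BAM8-22 challenge near maximal dose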
TRPC6 inh: inhibitors of mouse TRPC6 channel; HEK293-TRPC6, membrane potential dye, ACh-evoked depolarization; stronger effect = lower value; B-score at 10 µM; 310,000 tested, 1.1% active; AID 2553;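 active = B-score under library mean minus 3 SD, initial fluorescence not abnormally high, positive integrated signal ratio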;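 note: B-score derived from integrated fluorescence ratio over the kinetic read; more negative B-score means stronger inhibition of depolarization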
Target sequence (Q61143 whole entry, looked up): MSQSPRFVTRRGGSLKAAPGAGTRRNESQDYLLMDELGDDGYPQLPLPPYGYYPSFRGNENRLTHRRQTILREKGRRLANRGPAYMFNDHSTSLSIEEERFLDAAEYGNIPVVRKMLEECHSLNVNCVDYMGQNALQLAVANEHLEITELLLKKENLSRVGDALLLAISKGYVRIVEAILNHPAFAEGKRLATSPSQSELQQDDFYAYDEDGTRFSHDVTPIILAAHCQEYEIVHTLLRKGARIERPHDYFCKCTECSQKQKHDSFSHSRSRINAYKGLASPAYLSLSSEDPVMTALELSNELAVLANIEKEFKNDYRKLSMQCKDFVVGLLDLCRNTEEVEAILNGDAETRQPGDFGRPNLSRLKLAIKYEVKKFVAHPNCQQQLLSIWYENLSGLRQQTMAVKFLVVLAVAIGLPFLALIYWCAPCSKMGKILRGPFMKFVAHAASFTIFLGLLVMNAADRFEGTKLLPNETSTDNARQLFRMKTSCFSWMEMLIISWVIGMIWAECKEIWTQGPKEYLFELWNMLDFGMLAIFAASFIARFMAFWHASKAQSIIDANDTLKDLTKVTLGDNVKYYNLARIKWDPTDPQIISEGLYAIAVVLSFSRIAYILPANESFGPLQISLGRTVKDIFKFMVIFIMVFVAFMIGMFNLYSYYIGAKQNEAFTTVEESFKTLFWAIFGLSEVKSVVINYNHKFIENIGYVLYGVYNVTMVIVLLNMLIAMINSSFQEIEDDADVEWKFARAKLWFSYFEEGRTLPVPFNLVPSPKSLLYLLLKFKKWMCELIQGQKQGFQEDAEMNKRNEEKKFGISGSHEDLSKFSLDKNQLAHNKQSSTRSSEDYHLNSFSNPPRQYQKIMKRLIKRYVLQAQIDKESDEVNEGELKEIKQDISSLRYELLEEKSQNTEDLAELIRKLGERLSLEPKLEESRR
TRPC4 block: blocks the mouse TRPC4 cation channel; Q9QUQ5; HEK293 TRPC4beta/mu-opioid, DAMGO-evoked Fluo4 calcium flux; stronger effect = lower value; 300,000 tested, 0.39% active; B-score at 10 µM; AID 2247;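 active = B-score over 3 SD under the library average, no early fluorescence shift, positive overall ratio signal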
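Material: HEK293 cells with stable TRPC4beta plus mu-opioid receptor expression; probe or stimulus: DAMGO in two steps, submaximal then maximal; technique: Fluo4 calcium fluorescence by kinetic imaging, 5 s 1 Hz baseline; measure: integrated fluorescence ratio relative to baseline, converted to per-well B score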
MrgX1 ag: human MrgX1 receptor agonism, primary screen; AID 588627; Q96LB2; B-score at 10 µM; MrgX1-HEK293 cells, Fluo-4 calcium fluorescence, agonist mode; stronger effect = higher value; 310,000 tested, 0.44% active;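 active = calcium response B-score plate-corrected fluorescence ratio at least 3 library SD, with starting fluorescence B-score inside 5 SD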
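Assay system: MrgX1-expressing HEK293 cells / Amount: fifteen thousand cells per well / Doses: test compound in the initial addition of three / Timing: cells plated overnight, dye loaded 0.5 h 37 °C, 0.5 h room temperature / Technique: kinetic calcium dye fluorescence, Fluo-4 NW / Control set: positive and negative controls per plate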
ANO1 block: blocks the mouse calcium-activated chloride channel TMEM16A. Q8BHY3. HEK293 TMEM16A/YFP iodide influx fluorescence, ionomycin. normalized B-score (activity score, 25-100; higher = stronger inhibition) at 10 µM. 310,000 tested, 1.2% active. AID 588511;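 active = ratio plate-corrected score three or more library SD toward inhibition, starting fluorescence score within five deviations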;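 note: score derived from kinetic fluorescence span divided by baseline fluorescence per well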
TRPC4 potent: allosterically enhances the mouse TRPC4 cation channel; HEK293 TRPC4beta/mu-opioid, DAMGO EC20, Fluo-4 Ca2+ flux; stronger effect = higher value; Q9QUQ5; B-score at 10 µM; 310,000 tested, 0.42% active;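 active = B-score of calcium response area above 5 SD of library B-scores, with initial fluorescence ratio within 5 SD of library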;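 note: B-score of integrated fluorescence ratio over time as area under calcium response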
TRPC6 act: mouse TRPC6 channel activation | Q61143 | HEK293-TRPC6 membrane potential dye fluorescence; stronger effect = higher value | B-score at 10 µM | 310,000 tested, 0.13% active;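 active = B-score of the integrated fluorescence ratio above library mean plus 3 SD, and starting fluorescence ratio within library mean plus 5 SD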;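 note: higher score means more depolarization so channel activation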
RGS4 block: human RGS4 inhibition; P49798; AID 463165; B-score at 10 µM; HEK293 M3R/RGS4 inducible, Fluo-4 calcium flux; stronger effect = higher value; triggered by carbachol at its EC20; 310,000 tested, 0.45% active;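 active = B-score, a plate-corrected calcium signal, over three deviations above library mean, with baseline fluorescence within five deviations of library mean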;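 note: RGS4 expression induced by doxycycline in cells with stable M3 receptor; B-score is computed from the integrated fluorescence ratio over baseline after carbachol; higher B-score means a larger calcium signal and so more RGS4 inhibition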
ANO1 activ: mouse TMEM16A channel activation, primary screen. HEK293 TMEM16A/YFP-H148Q/I152L, iodide quench fluorescence; stronger effect = lower value. 340,000 tested, 0.3% active. B-score at 10 µM. AID 623877;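 active = fluorescence-ratio B-score plate-corrected deviation score at least 3 library SD below zero, with starting fluorescence score within 5 deviations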;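 note: channel opened by trigger with iodide after compound preincubation; score built on the fluorescence ratio of max minus min over baseline; more negative score means more quench and so TMEM16A activation or potentiation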
* marks the source's active call; other numbers are inactive results; i = inactive; / = not tested or not shown.

mol | TRPC4 act | MrgX1 PAM | MrgX1 antagonist | TRPC6 inh | TRPC4 block | MrgX1 ag | ANO1 block | TRPC4 potent | TRPC6 act | RGS4 block | ANO1 activ
Cc1ccnc(NC(=S)NC(=O)c2cncc(Br)c2)c1 | i | i | i | i | i | i | i | i | i | i | i
CCc1cc(Cn2nc(-c3ccccc3)cc2C(=O)NCCOC)on1 | i | i | i | i | i | i | i | i | i | i | i
COc1ccc(C2/C(=C(\O)c3ccc4c(c3)OCCO4)C(=O)C(=O)N2Cc2cccnc2)cc1 (configuration not stated) | i | i | i | i | i | i | i | i | i | i | i
CS(=O)(=O)Nc1ccc(OCc2ccccc2)cc1 | i | i | i | i | i | i | i | i | i | i | i
COc1ccc(NC(=O)C2C3C=CC4(O3)C2C(=O)N(CCCN2CCCC(C)C2)C4C(=O)NC2CCCCC2)cc1 (configuration not stated) | i | i | i | i | i | i | i | i | i | i | i
COC(=O)C1C(=O)NC(SC)=C(C#N)C1c1ccccc1F (configuration not stated) | i | i | i | i | i | i | i | i | i | i | i
COc1cc(CO)cc(Br)c1OCC(=O)O | i | i | i | i | i | i | i | i | i | i | i
Cc1ccc(CN2CCN(/N=C/c3cccn3C)CC2)c(C)c1 | i | i | i | i | i | i | i | i | i | i | i
Cc1nnc(Sc2nc3c(c(=O)[nH]c(=O)n3C)n2Cc2ccccc2)s1 | i | i | i | i | i | i | i | i | i | i | i
CN(C)CCC(Oc1ccccc1OCc1ccccc1)c1ccccc1 (configuration not stated) | i | i | i | -5.9* | i | i | i | i | i | i | i
CCOc1cc(C(=O)Nc2ncccn2)cc(OCC)c1OCC | i | i | i | i | i | i | i | i | i | i | i
CC(NC(=O)COC(=O)COc1cccc2c1OC(C)(C)C2)c1ccccc1 (configuration not stated) | i | i | i | i | i | i | i | i | i | i | i
CN(Cc1cnn(C)c1)Cc1nc(-c2ccc(Cl)cc2)no1 | i | i | i | i | i | i | i | i | i | i | i
c1ccc2c(c1)NC(c1ccncc1)n1c-2nc2ccccc21 (configuration not stated) | i | i | i | i | i | i | i | i | i | i | i
CCOC(=O)c1sc(Nc2ccc(OCC)cc2)nc1C | i | i | i | i | i | i | i | i | i | i | i
COc1ccc(C2C(C(=O)N3CCCC3)CC(=O)N2c2ccc(OC)cc2)cc1 (configuration not stated) | i | i | i | i | i | i | i | i | i | i | i
C/C(=N/NC(=O)CNC(=O)c1cccnc1)c1ccc(Cl)cc1 | i | i | i | i | i | i | i | i | i | i | i
Cn1c(=NC(=O)CSCC(=O)N2CCCC2)sc2ccccc21 | i | i | i | i | i | i | i | i | i | i | i
O=C(CCN1C(=O)c2ccccc2C1=O)Nc1cccc(S(=O)(=O)NC2=NCCC2)c1 | i | i | i | i | i | i | i | i | i | i | i
CCC(C(=O)NC1CCCCC1)N(Cc1cccs1)C(=O)CCC(=O)Nc1cc(C)on1 (configuration not stated) | i | i | i | i | i | i | i | i | i | i | i
N#Cc1nc(-c2ccco2)oc1N1CCC(C(N)=O)CC1 | i | i | i | i | i | i | i | i | i | i | i
COc1ccccc1C(=O)c1c(C)c(CCC#N)n2ccccc12 | i | i | i | i | i | i | i | i | i | i | i
O=C(CSC1=Nc2ccccc2C2=NC(c3ccccc3)C(=O)N12)NCC1CCCO1 (configuration not stated) | i | i | i | i | i | i | i | i | i | i | i
Cc1occc1C(=O)NNC(=O)c1cccc(F)c1 | i | i | i | i | i | i | i | i | i | i | i
CC(=O)NC(CC(=O)OCC(=O)N1CCc2ccccc21)c1ccccc1 (configuration not stated) | i | i | i | i | i | i | i | i | i | i | i
COc1ccc(C(=O)NCC2CCCO2)cc1S(=O)(=O)N1CCCc2ccccc21 (configuration not stated) | i | i | i | i | i | i | i | i | i | i | i
CS(=O)(=O)c1cnc2c(S(=O)(=O)c3ccccc3)cnn2c1N | i | i | i | i | i | i | i | i | i | i | i
COc1ccccc1NC(=O)CNC(=O)c1ccc([N+](=O)[O-])cc1 | i | i | i | i | i | i | i | i | i | i | i
CN(C(=O)c1ccc(S(=O)(=O)N2CCCC2)cc1)C1CCCCC1 | i | i | i | i | i | i | i | i | i | i | i
COC(=O)CN1C(=O)N/C(=C/c2ccc(OC)c(C)c2OC)C1=O | i | i | i | i | i | i | i | i | i | i | i
O=C(CN(c1ccccc1)S(=O)(=O)c1ccc(Cl)cc1)Nc1ccccc1C(=O)N1CCCC1 | i | i | i | i | i | i | i | i | i | i | i
O=[N+]([O-])c1ccccc1-c1ccc(C(=S)N2CCN(c3ccccc3)CC2)o1 | i | i | i | i | i | i | i | i | i | i | i
CC(=O)c1ccc(C)cc1OC(=O)c1cccc(F)c1 | i | i | i | i | i | i | i | i | i | i | i
O=C1Nc2ccc(Br)cc2C12OCCO2 | i | i | i | i | i | i | i | i | i | i | i
O=C(CCc1nnc2ccc(NCc3ccccc3Cl)nn12)NCC1CCN(C2CCCC2)C1 (configuration not stated) | i | i | i | i | i | i | i | i | i | i | i
N#Cc1c(-c2ccncc2)c2c([nH]c1=S)CCCC2 | i | i | i | i | i | i | i | i | i | i | i
O=C(Nc1ccc(Cl)cc1)Nc1nc(-c2ccccc2O)cs1 | i | i | i | i | i | i | i | i | i | i | i
CC(=O)N1CCC(N(C(=O)Nc2ccc(F)cc2)C2CCCC2)CC1 | i | i | i | i | i | i | i | i | i | i | i
COc1ccccc1N1CCN(c2ncnc3c2oc2ccccc23)CC1 | i | i | i | i | i | i | 100* | i | i | i | i
O=C(O)[C@@H]1CCCN1C(=O)c1ccccc1N1C(=O)[C@@H]2Cc3c([nH]c4ccccc34)C(c3cccc(Cl)c3)N2C1=O (some centres not stated) | i | i | i | i | i | i | i | i | i | i | i
O=c1ccc2c([nH]1)CCCCCCCCCC2 | i | i | i | i | i | i | i | i | i | i | i
Cc1noc(C)c1COC(=O)CNC(=O)c1cccc(F)c1 | i | i | i | i | i | i | i | i | i | i | i
Cc1ccc(S(=O)(=O)N2CCCCC2)cc1NC(=O)COC(=O)c1ccccc1F | i | i | i | i | i | i | i | i | i | i | i
Cc1ccc(-n2c(SCC3CCCCO3)nnc2-c2ccco2)cc1 (configuration not stated) | i | i | i | i | i | i | i | i | i | i | i
CCc1ccccc1NC(=O)/C(=C/c1ccco1)c1ccccc1 | i | i | i | i | i | i | i | i | i | i | i
CCN(CC)CCC#CC1(O)c2ccccc2-c2ccccc21 | i | i | i | i | i | i | i | i | i | i | i
Cc1ccc(SCC(=O)Nc2ccc(S(N)(=O)=O)cc2)cc1 | i | i | i | i | i | i | i | i | i | i | i
CCCn1c(N)c(C(=O)CSc2nnc(-c3cccnc3)n2-c2ccc(C)cc2C)c(=O)[nH]c1=O | i | i | i | i | i | i | i | i | i | i | i
CC(C)Oc1ccccc1/C=N/Nc1ccccc1[N+](=O)[O-] | i | i | i | i | i | i | i | i | i | i | i
CN(Cc1cccnc1)C(=O)CNC(=O)COc1ccccc1 | i | i | i | i | i | i | i | i | i | i | i
Cc1ccccc1OC1CCN(C(=O)C2CCC(=O)N(C3CCCC3)C2)CC1 (configuration not stated) | i | i | i | i | i | i | i | i | i | i | i
COc1cccc(/C=N/NC(=O)CSCC(=O)Nc2ccccc2)c1O | i | i | i | i | / | i | i | i | i | i | i
Cc1onc(-c2ccccc2Cl)c1C(=O)Nc1ccc(F)c(F)c1 | i | i | i | i | i | i | i | i | i | i | /
CC1CC(C)CN(CCOc2cccc(Cl)c2Cl)C1 (configuration not stated) | i | i | i | i | i | i | i | i | i | i | i
COc1cc(/C=N/NC(=O)c2ccccc2O)ccc1OCC(=O)Nc1ccccc1 | i | i | i | i | i | i | i | i | i | i | i
COc1ccc(C(=O)CC(=O)c2ccccc2O)cc1OC | i | i | i | i | i | i | i | i | i | i | i

Next compounds follow:
mol | TRPC4 act | MrgX1 PAM | MrgX1 antagonist | TRPC6 inh | TRPC4 block | MrgX1 ag | ANO1 block | TRPC4 potent | TRPC6 act | RGS4 block | ANO1 activ
Cc1ccc(-c2cc(C(F)F)n3ncc(C(=O)NN4CCCCC4)c3n2)cc1 | i | i | i | i | i | i | i | i | i | i | i
COC(=O)C[C@H]1c2cc(F)ccc2S(=O)(=O)N1Cc1ccccc1OC | i | i | i | i | / | i | i | i | i | i | i
COCCNC(=O)CN1C(=O)CSc2ccc(S(=O)(=O)N3CCOCC3)cc21 | i | i | i | i | i | i | i | i | i | i | i
CCc1cc2c(N[C@@H](Cc3ccccc3)C(=O)O)ncnc2s1 | i | i | i | i | i | i | i | i | i | i | i
Cc1ccc(C)n1NC(=O)c1ccc(Cl)cc1 | i | i | i | i | i | i | i | i | i | i | i
CCCn1c(Sc2nc3c(c(=O)[nH]c(=O)n3C)n2CCC)nc2c1c(=O)[nH]c(=O)n2C | i | i | i | i | i | i | i | i | i | i | i
C=CCNC(=S)NNc1nc(Nc2ccccc2)nc(N2CCCCC2)n1 | i | i | i | i | i | i | i | i | i | i | i
CN(c1ccc(C(=O)Nc2cccnc2)cc1)S(=O)(=O)c1ccc(Cl)cc1 | i | i | i | i | i | i | i | i | i | i | i
CCCCn1c(N)c(N(CCOC)C(=O)COC(=O)c2ccccc2OCC)c(=O)[nH]c1=O | i | i | i | i | i | i | i | i | i | i | i
CCCC(c1nnnn1Cc1cccs1)N1CCN(C)CC1 (configuration not stated) | i | i | i | i | i | i | i | i | i | i | i
CCc1noc(C)c1C(=O)Nc1nc2ccc(F)cc2s1 | i | i | i | i | i | i | i | i | i | i | i
CCC/C(O)=C1\C(=O)CC(c2ccccc2)CC1=NCCc1c(C)[nH]c2ccc(C)cc12 (configuration not stated) | i | i | i | i | i | i | i | i | i | i | i

Rows were taken by chance; 5.8% or so of the library scored in one or more.
